SENP1 inh: SENP1 (human) catalytic domain inhibition; inhibition, % at 10 µM; Q9P0U3; recombinant SENP1 catalytic domain, CyPet-SUMO1-YPet FRET cleavage; actives 0.21% (n = 360,000);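 active = inhibition at least 30% at 10 µM, raw YFP signal under a set limit, fluorescence ratio 0.5 to 1.5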;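 also: 0% = enzyme with DMSO and 100% = no enzyme wells; some results filed as inactive read as strong as hits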
Target sequence (Q9P0U3 419-644 limits assumed): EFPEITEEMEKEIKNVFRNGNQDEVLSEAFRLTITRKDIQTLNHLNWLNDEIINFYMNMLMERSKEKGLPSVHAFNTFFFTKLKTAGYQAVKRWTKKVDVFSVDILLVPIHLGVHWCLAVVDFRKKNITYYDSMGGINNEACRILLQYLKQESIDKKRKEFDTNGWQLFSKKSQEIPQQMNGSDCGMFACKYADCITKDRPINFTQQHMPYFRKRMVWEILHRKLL
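System: Recombinant human SENP1 catalytic domain, His6-tagged | Incubation: Enzyme reaction for 50 min at room temperature, dark | Medium: Tris pH 8 with BME, BSA, NP40 and catalase | Also added: 25 nM SUMO1 FRET substrate | Compound: 10 µM single point, 0.5% DMSO | Measured by: FRET fluorescence in CFP and YFP emission channels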
APOBEC3G inh: blocks human APOBEC3G single-stranded DNA deamination. actives 0.28% (n = 330,000). AID 493012. recombinant A3G, ssDNA deamination FAM/TAMRA fluorescence. Q9HC16. inhibition, % at 20 µM;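 active = inhibition of at least 40% at 20 µM, with no more than 30% in the related APOBEC3A deaminase screen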;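 also: plate controls were DMSO wells with A3G for no effect and wells lacking A3G enzyme for full effect; some compounds called inactive have numbers as strong as hits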
Apaf1 inhib: human Apaf-1 inhibition; inhibition, % at 20 µM; actives 0.71% (n = 330,000); AID 489030; O14727; reconstituted apoptosome caspase-3 activity, DEVD-Rh110 fluorescence; active = inhibition of at least 40% at 20 µM;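 also: plate controls were DMSO wells for no effect and DEVD-CHO caspase inhibitor wells for full effect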
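Material: biochemical Apaf-1 apoptosome reconstitution. Medium: Hepes buffer, pH 7.5. Also added: cytochrome c activation, bis-DEVD rhodamine 110 substrate. Timing: 30 min compound preincubation, 50 min activation, room temperature. Measured by: rhodamine 110 fluorescence at Ex 480/Em 540 nm.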
UBC13 polyUb: human UBC13 polyubiquitination inhibition | UBC13 polyubiquitin chain formation, TR-FRET | inhibition, % at 20 µM | actives 0.47% (n = 330,000); in the data active = inhibition above about 45%, passing the limit was not always enough
Target sequence (P61088 whole entry, looked up): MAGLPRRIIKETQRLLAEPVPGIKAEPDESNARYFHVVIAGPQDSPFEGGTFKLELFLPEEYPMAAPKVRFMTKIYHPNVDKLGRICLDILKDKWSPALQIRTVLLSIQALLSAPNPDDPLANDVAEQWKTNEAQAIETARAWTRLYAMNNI
SENP8 block-1: blocks human SENP8 cleavage of Nedd8 substrate. inhibition, % at 20 µM. recombinant SENP8, Nedd8 substrate fluorescence. AID 602440. actives 0.64% (n = 360,000); in the data active = inhibition mostly above about 40%, no sharp cut-off; inactive = mostly below about 27%
SENP8 block-2: blocks the human protease SENP8 | AID 2540 | actives 1.2% (n = 330,000) | Q96LD8 | inhibition, % at 10 µM | purified SENP8, Z-RLRGG-aminoluciferin cleavage, luminescence; in the data active = inhibition above about 50%
SENP6 block: SENP6 protease inhibition; Q9GZR1; AID 2599; actives 1.8% (n = 330,000); Recombinant SENP6 catalytic domain, aminoluciferin luminescence; inhibition, % at 10 µM;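 active = inhibition above about 50% at the single tested dose, limit read from the data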;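 also: plate controls were DMSO wells with enzyme for no effect and DMSO wells lacking enzyme for full effect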
Target sequence (Q9GZR1 628-1112 limits assumed): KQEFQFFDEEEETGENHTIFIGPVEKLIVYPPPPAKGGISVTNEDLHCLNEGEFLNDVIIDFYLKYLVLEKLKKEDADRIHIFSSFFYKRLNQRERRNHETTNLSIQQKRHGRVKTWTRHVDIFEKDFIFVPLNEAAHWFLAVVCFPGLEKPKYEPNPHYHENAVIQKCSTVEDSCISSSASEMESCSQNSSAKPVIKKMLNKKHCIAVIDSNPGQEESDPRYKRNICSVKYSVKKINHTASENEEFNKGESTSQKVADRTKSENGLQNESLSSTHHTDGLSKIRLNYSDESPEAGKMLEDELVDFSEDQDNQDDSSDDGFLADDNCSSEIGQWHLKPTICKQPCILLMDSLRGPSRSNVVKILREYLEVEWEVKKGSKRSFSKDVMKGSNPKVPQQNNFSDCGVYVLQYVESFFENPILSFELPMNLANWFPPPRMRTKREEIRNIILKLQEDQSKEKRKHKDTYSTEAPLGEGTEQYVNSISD
SENP7 block: inhibitors of human SENP7 protease. actives 1.5% (n = 330,000). AID 434973. inhibition, % at 5 µM. recombinant SENP7, Z-RLRGG-aminoluciferin luminescence, 40 min;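 active = inhibition above about 50% at the single test dose, limit read from the data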;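 also: plate controls were DMSO with enzyme for no effect and no enzyme buffer wells for full effect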
* = called active by the depositor. Rows were taken by chance; any-hit rate near 3.6%.

Labels used below: A = SENP1 inh; B = APOBEC3G inh; C = Apaf1 inhib; D = UBC13 polyUb; E = SENP8 block-1; F = SENP8 block-2; G = SENP6 block; H = SENP7 block
1) COC(=O)c1sccc1NC(=O)CC1C(=O)NCCN1C(=O)c1c(F)cccc1Cl (stereo not drawn)
  A: -1; B: 6; C: -20; D: -7; E: 3; F: 5; G: -18; H: 5
2) C#CCOCCOCCOCCNc1nc(N2CCN(C(=O)[C@H](CCC(=O)O)n3cc(C(N)CC(C)C)nn3)CC2)nc(N2CCN(C(=O)[C@H](Cc3ccc(O)cc3)n3cc(C(N)CC(C)C)nn3)CC2)n1 (stereo partly drawn)
  A: 3; B: -7; C: -3; D: 2; E: 20; F: 5; G: -6; H: 2
3) Cc1ccccc1C(=NCCCN(C)C)c1ccccc1C
  A: 1; B: -4; C: 8; D: 12; E: 9; F: -3; G: 8; H: -4
4) CCOCN(C(=O)Cn1c(COC)nc2ccccc21)c1c(C)cccc1CC
  A: 1; B: -7; C: 12; D: -12; E: 14; F: -8; G: -22; H: -19
5) CN(C)c1ccc(/C=N/c2cc(-c3ccccc3)nn2-c2ccccc2)cc1
  A: -17; B: -5; C: 11; D: -6; E: 3; F: -12; G: -17; H: -8
6) CCc1ncc(C(O)c2cccc(OC)c2OC)n1C (stereo not drawn)
  A: 2; B: -7; C: -12; D: 13; E: 12; F: -6; G: -1; H: -6
7) COc1ccc(CN(C)CC(=O)NC(=O)NC2CCCCC2)cc1
  A: 2; B: -7; C: 0; D: -2; E: 10; F: 5; G: 7; H: 2
8) Cc1nc(-c2nnc(SCC(=O)Nc3ccc(Cl)cc3)n2C)cs1
  A: 1; B: -4; C: 5; D: -4; E: 3; F: -3; G: -11; H: -3
9) Cc1ccn2c(NC3CCCC3)c(-c3ccncc3)nc2c1
  A: -15; B: -3; C: -7; D: 20; E: -431; F: 4; G: 1; H: 2
10) COc1ccccc1N1CCN(C(=O)c2ccc(S(=O)(=O)N3CCCCCC3)cc2)CC1
  A: 1; B: -3; C: 13; D: -4; E: 32; F: -5; G: -7; H: 8
11) NS(=O)(=O)c1ccccc1
  A: -1; B: -5; C: -13; D: 2; E: 12; F: -3; G: -2; H: 7
12) CCn1c(-c2ccccc2O)n[nH]c1=S
  A: 1; B: 34; C: -15; D: 4; E: -13; F: 7; G: -6; H: 11
13) COC(=O)[C@@H]1CCCN1C(=O)CCc1nnc(CCC2CCCCC2)o1
  A: 0; B: -7; C: -9; D: 0; E: 18; F: 5; G: 8; H: 7
14) CCCCC1(CCCC)NC(=S)N(Nc2ccc(C)cc2)C1=O
  A: 2; B: -4; C: 9; D: 1; E: 2; F: 1; G: -13; H: 15
15) COc1ccc(OC)c(/C=N/c2c(-c3ccc(O)c(OC)c3)nc3ccccn23)c1
  A: 0; B: 0; C: 1; D: -8; E: -164; F: -8; G: -5; H: -12
16) COC(=O)c1ccc(-n2c(CCC(=O)O)ccc2-c2ccc(C)cc2)cc1
  A: -3; B: -9; C: 1; D: 1; E: 0; F: 0; G: 2; H: -3
17) Cc1ccc(-c2cc(Cc3ccccc3)c(=O)[nH]n2)cc1
  A: 0; B: -8; C: 4; D: -6; E: 2; F: -5; G: -22; H: 13
18) Cc1cc(C)nc(N2CCCC(C(=O)Nc3ccc4c(c3)OCO4)C2)n1 (stereo not drawn)
  A: -1; B: -1; C: 8; D: -13; E: -16; F: -6; G: -13; H: -8
19) O=C(NNS(=O)(=O)c1ccc(F)cc1F)c1csc(-c2cccnc2)n1
  A: 0; B: -6; C: -5; D: -1; E: 18; F: -6; G: -10; H: -2
20) COc1ccccc1NC(=O)NCCN1CCN(c2cccc(Cl)c2)CC1
  A: 0; B: -7; C: 10; D: 6; E: 11; F: 3; G: -19; H: 5
21) CCOC(=O)Cc1csc(NS(=O)(=O)c2ccccc2)n1
  A: 1; B: -8; C: -2; D: 1; E: 1; F: 4; G: -3; H: 1
22) CCc1cccc2c(C(=S)N3CCCC3)c[nH]c12
  A: 1; B: 3; C: 3; D: -7; E: 1; F: 8; G: 6; H: 4
23) CCN(CC(=O)Nc1c(F)cccc1F)C(=O)c1cccnc1SC
  A: 0; B: -4; C: -9; D: -4; E: 1; F: 9; G: -5; H: -3
24) CC(C)CCOc1ccc(C(=O)O)cc1
  A: 0; B: -2; C: 3; D: 10; E: 10; F: -2; G: 3; H: 4
25) CCn1cc(C(=O)N2CCc3ccccc32)c(=O)c2cc(S(=O)(=O)N3CCCC3)ccc21
  A: 2; B: 6; C: 2; D: 0; E: -1; F: 10; G: 2; H: 14

Continuation.
Labels used below: A = SENP1 inh; B = APOBEC3G inh; C = Apaf1 inhib; D = UBC13 polyUb; E = SENP8 block-1; F = SENP8 block-2; G = SENP6 block; H = SENP7 block
26) Cc1ccc(-n2nc3c(c2NC(=O)C2CCCC2)CS(=O)(=O)C3)cc1
  A: 2; B: 22; C: 20; D: -13; E: 7; F: -3; G: -2; H: 5
27) Cc1c(C(=O)N(Cc2ccc(F)cc2)C2CCS(=O)(=O)C2)oc2ccccc12 (stereo not drawn)
  A: 3; B: -7; C: 15; D: 10; E: 11; F: -10; G: -10; H: -3
28) O=C(O)Cc1ccc(C(=O)c2ccc(Cl)cc2)s1
  A: -56; B: 0; C: 5; D: -5; E: 7; F: -9; G: 2; H: -4
29) CCC1Oc2ccccc2N(CC(=O)NCCCN2CCCCC2CC)C1=O (stereo not drawn)
  A: -2; B: -4; C: -8; D: 9; E: 2; F: 3; G: -2; H: 1
30) COc1ccc(OCCC(=O)OCc2c(C)noc2C)cc1
  A: -1; B: -3; C: 9; D: -13; E: 26; F: -10; G: -14; H: -3
31) COc1ccccc1CN1C2CCCC1CC(NC(=O)/C=C/c1ccccc1)C2 (stereo not drawn)
  A: 2; B: 0; C: 3; D: 2; E: 16; F: 1; G: 9; H: -5
32) CC(C)Cc1ccc(S(=O)(=O)Nc2ccc3[nH]c(=O)[nH]c3c2)cc1
  A: -25; B: -6; C: 14; D: 1; E: 13; F: -3; G: 10; H: -6
33) O=C(CCCc1nc(-c2ccccc2)no1)NC1CCCC1
  A: 2; B: -16; C: -5; D: 7; E: 3; F: 4; G: -16; H: -2
34) CN(C)CCNC(=O)C(=O)NCC(c1ccc2c(c1)OCO2)N1CCN(c2ccc(F)cc2)CC1 (stereo not drawn)
  A: -1; B: -3; C: 4; D: 2; E: 18; F: -2; G: 14; H: 5
35) CN(C)c1ccnc(Oc2ccc(F)cc2)c1C#N
  A: 0; B: -5; C: -5; D: -9; E: 22; F: -15; G: -12; H: 3
36) CN(C(=O)C(C)(C)C)c1ccc(OCC(=O)N2CCc3ccccc3C2)cc1
  A: -4; B: -7; C: 3; D: 6; E: 7; F: 11; G: 3; H: -4
37) O=S(=O)(N/N=C/c1ccc(OC2CSC2)cc1)c1ccccc1
  A: 2; B: -14; C: -5; D: -11; E: 19; F: -2; G: 4; H: -5
38) CCCOc1ccc(CC(CC(=O)O)(C(=O)O)C(=O)O)cc1
  A: 1; B: 1; C: -5; D: 0; E: -1; F: 8; G: 1; H: 15
39) Cc1ccc(OCc2cc(C(=O)N3CCN(C)C[C@@H]3c3ccccc3)no2)cc1C
  A: -1; B: -3; C: 18; D: 0; E: -11; F: -14; G: -17; H: -10
40) CCOc1ncccc1C(=O)Nc1ncc(C)s1
  A: 0; B: -9; C: 11; D: -10; E: -16; F: -1; G: 0; H: -8
41) COc1ccc(N(CC2CO2)S(=O)(=O)c2ccccc2)cc1 (stereo not drawn)
  A: 2; B: -6; C: -6; D: -5; E: 16; F: 5; G: 1; H: 2
42) CCOC(=O)c1ccc(NC(=O)Cn2cnc(S(=O)(=O)N3CCCC3)c2)cc1
  A: 3; B: 0; C: 0; D: -4; E: 12; F: 2; G: 16; H: 10
43) C=CCOc1ccc(C(=O)c2ccccc2)c(OCC(=O)NC2(C#N)CCCC2)c1
  A: -1; B: -7; C: 21; D: 30; E: 7; F: 3; G: -9; H: 0
44) Cc1cnc(CN2CCCC(C(=O)c3ccc4c5c(cccc35)CC4)C2)[nH]1 (stereo not drawn)
  A: -15; B: -10; C: 13; D: 44; E: -162; F: -15; G: -19; H: -2
45) COc1ccccc1NC(=O)c1c(N=Cc2c(O)ccc3ccccc23)cnn1C
  A: -18; B: 4; C: 0; D: 58*; E: 24; F: -4; G: -11; H: 3
46) O=C(C1=C(O)C(=O)N(Cc2cccnc2)C1c1ccccn1)c1cccs1 (stereo not drawn)
  A: -1; B: -3; C: 3; D: 2; E: 18; F: -2; G: 20; H: 8
47) CCOc1ccc(C(=O)NC2CC3CCCC(C2)N3CC(C)C)cc1 (stereo not drawn)
  A: 0; B: 0; C: -4; D: 0; E: 4; F: 1; G: 1; H: 2
48) CCOC(=O)C1CCN(CC(=O)NC(=O)NC2CCCCC2)CC1
  A: 1; B: -4; C: 7; D: 2; E: -16; F: -5; G: -20; H: -10
49) Cc1ccccc1CN(C)C(=O)COC(=O)CSc1ccc([N+](=O)[O-])cc1
  A: 5; B: -8; C: 13; D: 0; E: 27; F: 7; G: -2; H: -2
50) Cc1ccc(CCN2C(=O)CCC2(C)C(=O)NCc2cccnc2)cc1 (stereo not drawn)
  A: 3; B: -7; C: -21; D: 7; E: 4; F: 1; G: -5; H: 5

Part of the list above, with each value named:
(10) COc1ccccc1N1CCN(C(=O)c2ccc(S(=O)(=O)N3CCCCCC3)cc2)CC1
  SENP1 inh = 1 | APOBEC3G inh = -3 | Apaf1 inhib = 13 | UBC13 polyUb = -4 | SENP8 block-1 = 32 | SENP8 block-2 = -5 | SENP6 block = -7 | SENP7 block = 8
(11) NS(=O)(=O)c1ccccc1
  SENP1 inh = -1 | APOBEC3G inh = -5 | Apaf1 inhib = -13 | UBC13 polyUb = 2 | SENP8 block-1 = 12 | SENP8 block-2 = -3 | SENP6 block = -2 | SENP7 block = 7
(12) CCn1c(-c2ccccc2O)n[nH]c1=S
  SENP1 inh = 1 | APOBEC3G inh = 34 | Apaf1 inhib = -15 | UBC13 polyUb = 4 | SENP8 block-1 = -13 | SENP8 block-2 = 7 | SENP6 block = -6 | SENP7 block = 11
(13) COC(=O)[C@@H]1CCCN1C(=O)CCc1nnc(CCC2CCCCC2)o1
  SENP1 inh = 0 | APOBEC3G inh = -7 | Apaf1 inhib = -9 | UBC13 polyUb = 0 | SENP8 block-1 = 18 | SENP8 block-2 = 5 | SENP6 block = 8 | SENP7 block = 7

Carrying on:
Labels used below: A = SENP1 inh; B = APOBEC3G inh; C = Apaf1 inhib; D = UBC13 polyUb; E = SENP8 block-1; F = SENP8 block-2; G = SENP6 block; H = SENP7 block
51) O=C(Cc1c(Cl)cccc1Cl)NCCc1ccc(Cl)cc1
  A: 0; B: -10; C: -1; D: 2; E: 20; F: -8; G: -9; H: -4
52) CC(=O)c1ccc(S(=O)(=O)N2CCNC(=O)C2)cc1
  A: 2; B: 4; C: 4; D: -11; E: 12; F: 0; G: 21; H: 10
53) CCOc1ccccc1N=CC1=C(O)CC(c2ccccc2)CC1=O (stereo not drawn)
  A: -18; B: -11; C: 6; D: -13; E: -375; F: -14; G: 1; H: -15
54) CCOC(=O)c1cnc(-n2cc(C)cn2)nc1Nc1ccccc1OC
  A: -1; B: 0; C: 6; D: -19; E: 10; F: -3; G: -9; H: -7
55) Cn1c(=O)c2c(nc(NCc3ccco3)n2Cc2ccccc2Cl)n(C)c1=O
  A: 1; B: -8; C: 11; D: -2; E: 7; F: -4; G: 2; H: -9

High-throughput results (PubChem)
